# TAG inh = triacylglycerol accumulation inhibition; 230,000 tested, 0.66% active; inhibition, % at 12.5 µM; H9c2 cells, Nile Red lipid (TAG) fluorescence; cells loaded with 200 µM oleic acid; AID 651582;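 active = pattern-corrected inhibition of lipid staining of at least 50% with the nuclear-stain viability signal not falling by more than 50%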;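 also: 0% = DMSO wells and 100% = triacsin C control wells; some results filed as inactive read as strong as hits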
# TAG inh DAPI viability = second read-out of TAG inh, no call of its own (marks repeat the call); DAPI nuclei signal change (viability), lower = more cytotoxic, %;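 whole-well DAPI fluorescence read on a plate reader as a viability signal; minus 50 percent equals half of cells still viable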
# * hit, by the source's call.
# Results follow in this order: TAG inh | TAG inh DAPI viability
NS(=O)(=O)c1ccc(NC(=O)COC(=O)c2ncc(Cl)c(Cl)c2Cl)cc1
    -4 | -2
O=C(NC1(O)C(=O)c2ccccc2C1=O)c1ccccc1
    -19 | 11
O=C(CN(CC1CCCO1)C(=O)CCC(=O)Nc1nccs1)NCC1CCCO1 (centres undefined)
    3 | 5
CCc1noc(C)c1C(=O)Oc1ccc(N(C)S(=O)(=O)c2ccc(C)c(C)c2)cc1
    -24 | -6
Cc1cc(C(=O)CSc2nnc(-c3cccs3)n2Cc2ccccc2)c(C)n1C
    2 | -3
Cc1ccc(Sc2ncccc2C(N)=O)cc1
    -10 | -1
NC(=O)c1ccc(NC(=O)CSc2nc3ccccc3c(=O)n2CCCN2CCOCC2)cc1
    15 | 6
COc1cc(OC)cc(C(=O)NCCn2ccc3ccccc32)c1
    0 | -4
Oc1ccccc1C=NNc1nc2ccccc2s1
    10 | 1
O=[N+]([O-])c1ccc(CN2CCN(c3ccc(Cl)cc3)CC2)o1
    -18 | 6
CS(=O)(=O)c1ccc(-c2nn[nH]n2)cc1
    15 | -8
Cc1ccc(C(c2sc3ncnn3c2O)N2CCCCC2)cc1 (centres undefined)
    -10 | -1
CC(C)Cc1nnc(NC(=O)CCS(=O)(=O)c2ccc(Cl)cc2)s1
    -2 | 3
Fc1cccc(-c2nnn3c2nc(Cl)c2ccccc23)c1
    32 | -23
CC1=CCC2(CO)COC(c3ccccc3O)C1C2 (centres undefined)
    1 | 8
COc1ccc(-c2cc(C(F)(F)F)n3nc(C)cc3n2)cc1
    -11 | 16
CCOC(=O)C1=C(NC(=O)c2ccc(Br)o2)Nc2ccccc2N=C1
    10 | 4
CCC(C)/C(C)=N/NC(=O)c1ccccc1OCCOc1ccccc1 (centres undefined)
    13 | 5
COc1ccc(C(=O)NC2CC2)cc1OC1CCN(Cc2ccc(F)cc2)CC1
    3 | -2
CCCC(c1nnnn1CC1CCCO1)N1CCN(c2cc(Cl)ccc2C)CC1 (centres undefined)
    5 | -10
Cc1cc(C(=O)CSc2nnnn2C)c(C)n1Cc1ccco1
    -11 | 3
CCOC(=O)c1ccc(NC(=O)C2CC(=O)Nc3nc4ccccc4n32)cc1 (centres undefined)
    9 | 2
Cc1ccc(S(=O)(=O)NC(=O)COc2ccc([N+](=O)[O-])cc2)cc1
    4 | 2
CCCSc1nnc(-c2c[nH]c3ccccc23)n1C
    12 | 9
CC(=O)Nc1ccc2nc(SCC(=O)N3CCOCC3)sc2c1
    -2 | -7
O=C(N/N=C/c1cccnc1)c1cccs1
    9 | -4
Cc1ccc(S(=O)(=O)N2C[C@H]3[C@H]4C(=O)N(c5ccccc5)C(=O)[C@H]4C[C@H](OC(=O)NCc4ccccc4)[C@@]3(O)C2)cc1
    -9 | 9
Cc1ccc(C(=O)CSc2nnc(CNc3ccc(C)cc3C)o2)cc1
    -11 | 3
CN(C)c1cccc(C(=O)OCC(=O)NC(=O)NCc2ccccc2)c1
    -13 | 5
Cc1cccc(NC(=O)CSCC(=O)Nc2cc(S(=O)(=O)N3CCOCC3)ccc2N2CCCC2)c1
    4 | -3

# Single records, from the list above:
# Results for COc1cc(OC)cc(C(=O)NCCn2ccc3ccccc32)c1 : TAG inh = 0; TAG inh DAPI viability = -4
# Results for O=C(N/N=C/c1cccnc1)c1cccs1 : TAG inh = 9; TAG inh DAPI viability = -4

# Part of the list above, tab-delimited:
SMILES	TAG inh	TAG inh DAPI viability
O=C(NC1(O)C(=O)c2ccccc2C1=O)c1ccccc1	-19	11
O=C(CN(CC1CCCO1)C(=O)CCC(=O)Nc1nccs1)NCC1CCCO1 (centres undefined)	3	5
CCc1noc(C)c1C(=O)Oc1ccc(N(C)S(=O)(=O)c2ccc(C)c(C)c2)cc1	-24	-6
Cc1cc(C(=O)CSc2nnc(-c3cccs3)n2Cc2ccccc2)c(C)n1C	2	-3
Cc1ccc(Sc2ncccc2C(N)=O)cc1	-10	-1
NC(=O)c1ccc(NC(=O)CSc2nc3ccccc3c(=O)n2CCCN2CCOCC2)cc1	15	6
COc1cc(OC)cc(C(=O)NCCn2ccc3ccccc32)c1	0	-4

# The list continues.
# Results follow in this order: TAG inh | TAG inh DAPI viability
CCCCCC(=O)N1C[C@H](O)[C@@H](n2cc(COC(=O)c3ccccc3)nn2)C[C@@H]1c1ccc(Cl)cc1
    -24 | 5
Nc1nc2n(n1)C(c1c(F)cccc1Cl)CC(c1ccc(F)cc1)N2 (centres undefined)
    13 | -4
Cc1nn(C)cc1CN(C)C(=O)c1sc2cccc(Cl)c2c1Cl
    4 | -4
O=c1c2c(nc3cc(-c4cccc(F)c4)[nH]n13)CCC2
    19 | 6
COC(=O)c1sccc1NC(=O)CSCC(=O)O
    18 | -13
O=C(NCCc1cccs1)Nc1ccc2nc([C@@H]3O[C@H](CO)[C@@H](O)[C@H]3O)[nH]c2c1
    -4 | 1
CCOC(=O)C(=O)N(C)c1c(CC)nc2c(OCc3cccc(OC)c3)cccn12
    -6 | -8
COc1ccc(C=C(C#N)C#N)c(CSc2ccccn2)c1
    -13 | 4
COc1ccc(/C(C)=N/NC(=O)C2C3CCCCC32)c(OC)c1 (centres undefined)
    0 | -10
COC(=O)C(C)NC(=O)C1CCCN1S(=O)(=O)c1cc(C)c(Cl)cc1C (centres undefined)
    -4 | -5
CCOC(=O)CNS(=O)(=O)c1cc(-c2nn(C)c(=O)c3ccccc23)ccc1C
    21 | -4
CCC(Sc1nc2ccncc2[nH]1)C(=O)Nc1cc(Cl)ccc1C (centres undefined)
    2 | -3
O=C(/C=C/c1ccc([N+](=O)[O-])cc1)NNC(=O)C1CC1
    -9 | 0
COc1ccc(CC(=O)NCCN2CCCC2)cc1
    1 | 3
CCOC(=O)c1cc(C#N)c(SCc2ccc(C#N)cc2)nc1C
    4 | 6
COc1ccc(CN(C)c2ncnc(N)n2)cc1
    5 | 4
CC(C)NC(=O)c1onc(CSc2cccc(F)c2)c1C(=O)O
    -6 | 1
CC(=O)c1cccc(Nc2nc(-c3cccnc3)cs2)c1
    7 | -6
CC(C)(C)NC(=O)c1cc(-c2ccccc2)n[nH]1
    5 | -3
Cc1ccc(C(=O)NC2CCC(C)CC2)s1 (centres undefined)
    10 | -6
C=CCOc1ccc2c3c(c(=O)oc2c1)CCCC3
    2 | 7
COc1ccc2c(c1OC)C(=O)N1c3ccccc3C(=O)N(c3ccccc3F)C21 (centres undefined)
    -9 | 3
Cc1ccc(OCCN(C)C(=O)C2CCC(=O)N(CCCN3CCOCC3)C2)cc1 (centres undefined)
    -5 | 10
O=[N+]([O-])c1cccc(Nc2c3ccccc3nc3ccccc23)c1
    -5 | 18
COc1cc(-c2[nH]ncc2CN2CCN(c3cccc(C)n3)CC2)cc(OC)c1OC
    -1 | -1
CCOc1ccc(N2C(=O)C3=C(C(c4ccc(Cl)cc4)=NCCN3)C2c2cccnc2)cc1 (centres undefined)
    34 | -15
NNc1nc(C(F)(F)F)nc2ccccc12
    12 | -8
CC1(C(=O)NS(=O)(=O)c2ccc(C#N)cc2)CCN1C(=O)Cc1ccc(Cl)cc1Cl (centres undefined)
    8 | -2
COc1ccc(OC)c(C2CC(=O)Nc3n[nH]c(-c4ccccc4)c32)c1 (centres undefined)
    15 | -7
C[C@H]1CN=C(Nc2ccccc2)N1CC1CCC1
    -5 | 8

# Results follow in this order: TAG inh | TAG inh DAPI viability
Cc1cccc(NS(=O)(=O)c2cc([N+](=O)[O-])ccc2C)n1
    14 | 0
O=C(CSc1nc(=O)n2ccccc2n1)NCc1ccccc1
    3 | 5
Cc1ccc(NCC(=O)N/N=C/c2c[nH]c3ccccc23)cc1
    -3 | 8
CN(C)C(=O)COC(=O)c1ccc(S(=O)(=O)NCc2ccco2)cc1
    -7 | 4
CSc1ccccc1NC(=O)NCCCl
    8 | -2
COc1ccc2sc(-c3ccccc3OC)c(-c3ccc(OC)nc3)c2c1
    -14 | -13
Cc1ccc(C(=O)Nc2ccc(C(=O)N3CCCCC3)cc2)o1
    -14 | -6
CCN1C(=O)[C@@H]2[C@@H](c3ccc(SC4CCCCC4)cc3)N3CCCC[C@@]3(C(=O)OC)[C@@H]2C1=O
    -4 | 4
CC(=O)c1ccc(Nc2ncnc3ccc(Br)cc23)cc1
    6 | 7
COc1ccc(-c2cc(C(=O)N3CCN(c4ccccc4O)CC3)c3ccccc3n2)cc1
    15 | 24
O=C(O)c1ccc(N2C(=O)/C(=C/c3ccc(-c4ccc([N+](=O)[O-])cc4)o3)C=C2c2ccccc2)cc1
    -19 | 6
CCN(CC)C(=O)c1ncn2c1c(=O)[nH]c1ccccc12
    15 | -1
Cc1nc2ccccc2n1CCc1nc2c3ccccc3nc(SCC(=O)NCc3ccco3)n2n1
    -2 | -7
C/C(CC(=O)Nc1ccc(Br)cc1)=N\NC(=O)Cc1csc(N)n1
    6 | -11
COc1ccc(-n2c(CNC(=O)c3cccs3)n[nH]c2=S)cc1
    -4 | 4
COc1ccc(C2=CC(=O)C[C@H](c3ccc(F)cc3)C2)c(F)c1F
    -21 | 6
CN(C(=O)c1ccc(N2CCCCC2)c([N+](=O)[O-])c1)C1(C)CCS(=O)(=O)C1 (centres undefined)
    -22 | 4
CCN(CC)c1ncnc2c1ncn2[C@H]1CN(Cc2ccco2)C[C@@H](CO)O1
    1 | -1
CN1C(=O)c2ccccc2Sc2ccc(NC(=O)N3CCOCC3)cc21
    0 | -3
Cn1cccc1C(=O)NNC(=O)COc1ccc(C#N)cc1
    0 | -7
O=C(Nc1nnc(-c2ccc(Cl)cc2)o1)Nc1ccccc1Cl
    17 | 1
Cc1nn(C)c2c1NC(=O)CS2
    10 | 12
COC(=O)CN1C(=O)[C@H]2[C@@H](c3ccc(C)o3)N3C(=O)CN(Cc4ccccc4)C(=O)[C@@]3(C)[C@H]2C1=O
    3 | -1
Cc1cccc(NC(=O)N2CCC(n3nnc4cc(C)ccc43)CC2)c1
    5 | -6
O=C(CCNC(=O)c1ccco1)Nc1ccc(SC(F)F)cc1
    1 | -9
O=C(CCl)NC(Cc1ccccc1)c1ccccc1 (centres undefined)
    -2 | 0
O=C(Nc1ccc(F)cc1F)c1ccc(-n2cccn2)nc1
    0 | 1
COc1ccc2c(=O)c(-c3ccc(C)cc3)c(-c3ccccc3)oc2c1
    8 | -17
O=C(Nc1ccc(-c2csnn2)cc1)C1CC1
    -17 | 4
O=C(C1CC1)N1CCN(S(=O)(=O)c2ccc3c(c2)OCCO3)CC1
    -7 | -5

# Results follow in this order: TAG inh | TAG inh DAPI viability
CC1CN=C(N(Cc2ccccc2)C(=O)Nc2ccccc2)S1 (centres undefined)
    -7 | -2
COc1ccccc1NS(=O)(=O)c1cccc(C(=O)NNC(=O)c2ccc(=O)[nH]c2)c1
    2 | -9
COC(=O)/C=C/CC(C)OS(N)(=O)=O (centres undefined)
    -5 | 0
Cc1ccc(NC(=O)c2ccc(Cl)c(NC(=O)c3cccs3)c2)cc1
    8 | -2
COc1ccc(CCN2C(=O)C3C4CC(C5C(C(=O)N/N=C\c6ccc(Cl)cc6)=NOC45)C3C2=O)cc1OC (centres undefined)
    -8 | 12
C=CCOC(=O)C1=C[C@@H](c2ccc(Br)cc2)C[C@@H](OCc2ccc(CO)cc2)O1
    -1 | -4
CC(C)NS(=O)(=O)c1ccc(CCC(=O)N2CCC(C(N)=O)CC2)cc1
    16 | -9
CCOC(=O)c1c(NC(=O)CSc2nc3ccccc3c(=O)n2-c2ccccc2)sc(C(C)=O)c1C
    19 | -3
COc1ccccc1-c1cn[nH]c1-c1ccc(OCc2ccccc2)cc1O
    -15 | 9
Cc1ccc2c(c1)S(=O)(=O)c1ccc3ccccc3c1N2
    -7 | 0
CN(C)S(=O)(=O)c1ccc(N2CCCC2)c(C(=O)NCc2ccc(Cl)cc2)c1
    -2 | 0
CCOC(=O)c1ccc(NC(=S)N2CCN(C(=O)C3CCCO3)CC2)cc1 (centres undefined)
    -5 | 5
O=C(NN1C(=O)C2C(C1=O)C1C=CC2C12CC2)c1cccnc1 (centres undefined)
    10 | 7
COCCNC(=O)C1CCCN(C(=O)c2ccnc(Cl)c2)CC1 (centres undefined)
    -9 | 3
O=C(NCc1cccs1)C(=O)NCC(c1ccco1)N1CCN(c2ccccc2)CC1 (centres undefined)
    5 | -4
Cc1ccsc1C(C(=O)NC1CCCCC1)N(C(=O)c1csnn1)C1CC1 (centres undefined)
    2 | 3
COc1cccc(NC(=O)NCc2cccn2C)c1
    -20 | -2
COCCCC1CCN(C(=O)C2CCC(=O)N(C3CCCCCC3)C2)CC1 (centres undefined)
    4 | 2
O=[N+]([O-])/C(=C\Nc1ccccc1Cl)S(=O)(=O)c1ccccc1
    -11 | 2
O=C1NCCN1CCNS(=O)(=O)c1ccc2ccccc2c1
    14 | -6
CC(C)C(=O)N1CCN(c2ccc(NC(=O)c3ccc([N+](=O)[O-])o3)cc2Cl)CC1
    111 | -75
Cn1c(=O)c2c(nc(NCc3ccccc3)n2CCCc2ccccc2)n(C)c1=O
    12 | 8
Cc1cccc(C(=O)N[C@@H]2c3ccccc3C[C@@H]2O)n1
    6 | -5
Cc1cc(N2CCN(C)CC2)nc2ccc(NC(=S)N3CCN(c4cccc(Cl)c4)CC3)cc12
    46 | 1
CN(C)c1ccc(C=NCCC2(O)CCOC(C)(C)C2)cc1 (centres undefined)
    21 | -22
CN(C(=O)CS(=O)(=O)c1cccc(Cl)c1)c1ccccc1
    4 | -5
Cc1ccc(-c2nnc3n2N=C(c2ccccc2)CS3)cc1
    12 | -12
CCOC(=O)N1N=C(c2ccccc2)CC1(O)C(F)(F)F (centres undefined)
    -21 | 15
CC(C)C(=NO)c1ccccc1
    0 | -7
CC1=C(C(=O)N2CCN(c3cc(C)ccc3C)CC2)C2(CCCCC2)OC1=O
    -8 | 2
COc1ccc(N(CC(=O)Nc2ccccc2C(N)=O)S(=O)(=O)c2ccc(C)c([N+](=O)[O-])c2)cc1
    -1 | 4
CCNc1cc(N2CCOCC2)nc(SC)n1
    -2 | -1
O=C(O)CCc1nn2cc(-c3ccccc3)nc2[nH]c1=O
    17 | -13

# Assay outcomes (PubChem)

# These rows are one share of the data. The share of hits here may be higher or lower than overall.
